# Assay outcomes (PubChem BioAssay)
# RGS4-Gao reg: modulates binding of RGS4 to human Galphao; P09471; binding response (% of control), % at 10 µM; Multiplexed bead flow cytometry; actives lie on both sides; hit rate 0.33% among 220,000; in the data active = binding response below about 49% or above about 150%; inactive = in between;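 also: fluorescent Galphao activated with aluminum fluoride binding bead-coupled RGS4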
# Bcl-B Bim block: disrupts Bim peptide binding to human Bcl-B; hit rate 0.073% among 190,000; AID 951; Q9HD36; bead-based flow cytometry; inhibition, % at 10 µM;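 also: 0% = tracer peptide without compound and 100% = reference inhibitor peptide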
# Target sequence (Q9HD36 whole entry, looked up): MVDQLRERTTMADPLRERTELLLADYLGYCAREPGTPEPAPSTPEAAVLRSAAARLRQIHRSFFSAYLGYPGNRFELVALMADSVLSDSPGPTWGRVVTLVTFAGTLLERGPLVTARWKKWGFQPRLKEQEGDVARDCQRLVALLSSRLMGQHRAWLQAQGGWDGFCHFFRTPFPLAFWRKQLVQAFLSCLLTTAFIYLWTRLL
# ABCB1 inh: blocks JC-1 efflux by human ABCB1 transporter; P08183; CCRF-Adr cells, flow cytometry; inhibition, % at 6.6 µM; hit rate 0.067% among 190,000; AID 1326; in the data active = inhibition above about 40%;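 also: 0% = vehicle and 100% = reference inhibitor; higher value means more JC-1 retained so stronger ABCB1 efflux block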
# ABCG2 inh: inhibitors of human ABCG2 transporter, ABCB1 counter-screen. Q9UNQ0. IgMXP3 cells, JC-1 efflux, flow cytometry. inhibition, % at 6.6 µM. hit rate 0.1% among 190,000;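 active = inhibition above 80%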;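 also: 0% = DMSO and 100% = nicardipine control wells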
#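 Read-out basis: Efflux inhibition in percent versus controls | Test system: ABCG2 IgMXP3 and barcoded ABCB1 CCRF-Adr cell mix | Quantity: 3 million cells/mL in well | Schedule: 10 min at 25 °C | Control set: Nicardipine as high control, DMSO as low control | Reagent: JC-1 as fluorescent efflux pump substrate | Signal: Flow cytometry of retained JC-1 fluorescence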
# Bfl-1 Bim block: human Bim-Bfl-1 interaction inhibition. Bead-based flow cytometry, Bim-Bfl-1 binding inhibition. Q16548. AID 1008. inhibition, % at 10 µM. hit rate 0.12% among 190,000;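 also: 0% = wells without compound plus tracer and 100% = blocker peptide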
# RGS8-Gao: human RGS8-Galphao interaction regulation. response (percent of control binding), % at 10 µM. multiplexed bead flow cytometry, RGS8-Galphao binding; actives lie on both sides. AID 1423. hit rate 0.34% among 220,000. P09471; in the data active = response below about 60% or above about 140%; inactive = in between;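 also: Galphao activated as the GDP aluminium fluoride complex binding bead-coupled RGS8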
# Bcl-W Bim block: human Bim-Bcl-W interaction inhibition. bead-based flow cytometry, Bim peptide-Bcl-W binding. inhibition, % at 10 µM. AID 952. hit rate 0.02% among 190,000;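 also: 0% = bound tracer without compound and 100% = peptide blocker; higher means less fluorescent Bim peptide bound to Bcl-W beads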
# Target sequence (Q92843 whole entry, looked up): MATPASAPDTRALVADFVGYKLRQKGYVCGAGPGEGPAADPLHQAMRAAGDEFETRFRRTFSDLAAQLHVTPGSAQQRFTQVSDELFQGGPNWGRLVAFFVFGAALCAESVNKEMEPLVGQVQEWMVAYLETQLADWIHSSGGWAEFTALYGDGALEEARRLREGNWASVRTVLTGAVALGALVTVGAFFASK
# Bim-Bcl-XL: human Bim-Bcl-XL interaction inhibition | Q07817 | Bim peptide-Bcl-XL binding, bead flow cytometry, fluorescence | inhibition, % at 10 µM | hit rate 0.04% among 190,000 | AID 1007
# Target sequence (Q07817 whole entry, looked up): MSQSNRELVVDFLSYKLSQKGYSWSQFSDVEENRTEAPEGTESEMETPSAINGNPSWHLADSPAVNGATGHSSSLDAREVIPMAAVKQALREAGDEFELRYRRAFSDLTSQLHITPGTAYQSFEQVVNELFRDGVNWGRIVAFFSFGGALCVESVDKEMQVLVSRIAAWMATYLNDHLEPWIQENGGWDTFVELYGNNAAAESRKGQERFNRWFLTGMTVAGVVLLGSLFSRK
# RGS7-Gao: modulates binding of RGS7 to human Galphao. P09471. Multiplexed bead flow cytometry; actives lie on both sides. binding response (% of control), % at 10 µM. hit rate 0.35% among 220,000; in the data active = binding response below about 49% or above about 150%; inconclusive = no clear call, values can overlap the other calls; inactive = in between;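 also: fluorescent Galphao held in activated GDP-AlF4 state binding bead-coupled RGS7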
# Bcl-2 Bim block: disrupts Bim peptide binding to human Bcl-2; P10415; Bead-based flow cytometry, Bim peptide-Bcl-2 binding; inhibition, % at 10 µM; hit rate 0.06% among 190,000; AID 950; in the data active = inhibition above about 40%; inconclusive = no clear call, values can overlap the other calls;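 also: 0% = no compound wells with probe peptide and 100% = reference peptide inhibitor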
# Target sequence (P10415 whole entry, looked up): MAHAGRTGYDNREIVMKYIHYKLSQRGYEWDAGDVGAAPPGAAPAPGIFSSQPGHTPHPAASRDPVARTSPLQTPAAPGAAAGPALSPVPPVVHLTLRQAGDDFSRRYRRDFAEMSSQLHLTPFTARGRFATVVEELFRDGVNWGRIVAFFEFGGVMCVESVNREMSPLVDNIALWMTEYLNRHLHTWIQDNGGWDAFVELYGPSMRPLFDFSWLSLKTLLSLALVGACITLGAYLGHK
# Mcl-1 Bim block: disrupts Bim peptide binding to human Mcl-1; Q07820; inhibition, % at 10 µM; hit rate 0.1% among 190,000; Bead-based flow cytometry, Bim peptide-Mcl-1 binding;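 also: 0% = no compound tracer wells and 100% = peptide blocker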
# Numbers without * were called inactive; u = inconclusive. Rule as the data show it, unless noted: active = inhibition above about 40%.
SMILES,RGS4-Gao reg,Bcl-B Bim block,ABCB1 inh,ABCG2 inh,Bfl-1 Bim block,RGS8-Gao,Bcl-W Bim block,Bim-Bcl-XL,RGS7-Gao,Bcl-2 Bim block,Mcl-1 Bim block
CC1CCc2nc(NC(=O)C3CCCO3)sc2C1 (stereo not drawn),94,-4,0.2,2,8,92,2,-4,109,1,-2
Cc1c(NC(=O)c2ccc(S(=O)(=O)N3CC(C)OC(C)C3)cc2)c(=O)n(-c2ccccc2)n1C (stereo not drawn),98,1,0.8,4,4,98,-4,-1,98,4,-1
O=C(C1CCN(Cc2ccc(F)cc2)CC1)N1CCN(C/C=C/c2ccccc2)CC1,96,-2,-0.1,-1,-4,96,-4,-2,90,-2,0
Cc1cccc(NC(=O)COC(=O)c2ccc3c(c2)OCO3)c1C,102,-7,-0.2,0,-8,99,-1,-2,u,-5,1
Cc1ccc(OCC(=O)NCCO)cc1C,95,0,0.3,2,-6,99,0,0,100,0,2
FC(F)(F)c1ccc(Cl)c(N/N=C/c2ccc(N3CCOCC3)s2)c1,101,-1,0.8,8,24,99,13,3,99,8,2
COc1ccc(Cc2noc(CN(C)CCN3CCc4ccccc4C3)n2)cc1OC,106,-6,4.5,1,-6,105,-6,-5,105,0,0
CCN(c1ccc(NC(=O)COC(=O)c2ccc(S(=O)(=O)N3CCCC3)cc2)cc1)C(C)C,101,-14,0.9,2,-9,102,1,-8,104,-1,-2
O=C(c1n[nH]c(=O)c2ccccc12)N1CCN(c2ccccc2)CC1,104,-9,0.7,6,-15,104,-1,-8,105,-14,-5
CCOC(=O)c1c(NC(=O)CSc2nnnn2CC)sc(C)c1C,97,-10,-1.1,16,-10,97,0,-3,97,-11,0
CCOc1ccccc1NC(=O)CCS(=O)(=O)c1ccc(OC)cc1,99,0,0.0,11,5,102,6,1,100,4,-1
COc1cccc(NC(=O)Cn2c(=O)oc3ccccc32)c1,99,1,0.1,0,-1,99,0,-2,98,-1,-1
CN(Cc1cnccn1)C(=O)CC1C(=O)NCCN1CC(c1ccccc1)c1ccccc1 (stereo not drawn),114,-1,0.0,4,-5,111,1,1,113,0,1
Cc1ccc(S(=O)(=O)Cn2nnnc2C(CC(C)C)N2CCN(C)CC2)cc1 (stereo not drawn),108,0,1.2,1,1,101,-6,-2,105,1,-1
Cc1c(NC(=O)c2c(NC(=O)CNC3CC3)sc3c2CCCC3)c(=O)n(-c2ccccc2)n1C,99,-9,1.4,18,-2,98,-6,-6,100,-4,-5
CCOC(=O)c1c(C)oc2c1c(C(c1cccnc1)N1CCOCC1)c(O)c1ccccc12 (stereo not drawn),100,-12,0.8,-2,-10,99,0,-8,99,-6,-5
CCOc1cc(C2c3c(-c4ccccc4)n[nH]c3C(=O)N2c2ccc(C(=O)O)cc2)ccc1O (stereo not drawn),106,-4,1.1,10,-6,101,0,-5,112,-2,1
COc1cccc2cc(-c3nnc(SCC(=O)NCCc4ccccc4)n3C)oc12,103,-4,1.0,9,-11,99,1,0,104,-4,2
CC(C)(C)c1nn2cnnc2n(/N=C/c2ccc(O)cc2)c1=O,101,-11,-0.1,0,-9,103,-2,-3,100,-2,0
COc1ccc(C2CCN(CC(=O)N(C)C)CC2O)cc1 (stereo not drawn),101,-4,0.2,1,-2,102,-3,-2,103,-2,0

# By substructure, those above containing a thiophene ring, fused or not.
SMILES,RGS4-Gao reg,Bcl-B Bim block,ABCB1 inh,ABCG2 inh,Bfl-1 Bim block,RGS8-Gao,Bcl-W Bim block,Bim-Bcl-XL,RGS7-Gao,Bcl-2 Bim block,Mcl-1 Bim block
FC(F)(F)c1ccc(Cl)c(N/N=C/c2ccc(N3CCOCC3)s2)c1,101,-1,0.8,8,24,99,13,3,99,8,2
CCOC(=O)c1c(NC(=O)CSc2nnnn2CC)sc(C)c1C,97,-10,-1.1,16,-10,97,0,-3,97,-11,0
Cc1c(NC(=O)c2c(NC(=O)CNC3CC3)sc3c2CCCC3)c(=O)n(-c2ccccc2)n1C,99,-9,1.4,18,-2,98,-6,-6,100,-4,-5

# Returning to the listing with the 4 entries that preceded the break.
SMILES,RGS4-Gao reg,Bcl-B Bim block,ABCB1 inh,ABCG2 inh,Bfl-1 Bim block,RGS8-Gao,Bcl-W Bim block,Bim-Bcl-XL,RGS7-Gao,Bcl-2 Bim block,Mcl-1 Bim block
CCOc1cc(C2c3c(-c4ccccc4)n[nH]c3C(=O)N2c2ccc(C(=O)O)cc2)ccc1O (stereo not drawn),106,-4,1.1,10,-6,101,0,-5,112,-2,1
COc1cccc2cc(-c3nnc(SCC(=O)NCCc4ccccc4)n3C)oc12,103,-4,1.0,9,-11,99,1,0,104,-4,2
CC(C)(C)c1nn2cnnc2n(/N=C/c2ccc(O)cc2)c1=O,101,-11,-0.1,0,-9,103,-2,-3,100,-2,0
COc1ccc(C2CCN(CC(=O)N(C)C)CC2O)cc1 (stereo not drawn),101,-4,0.2,1,-2,102,-3,-2,103,-2,0
CC(C)CC(C(=O)OCC(=O)Nc1ncc(Cl)cc1Cl)N1C(=O)c2ccccc2C1=O (stereo not drawn),99,0,0.9,3,-2,100,0,0,96,-1,0
NC(=O)CSc1nc(N)c2c3c(sc2n1)CCCCC3,96,-1,0.5,4,0,101,1,-1,97,0,1
CN1CCC(N(C)C(=O)CCc2nc3ccccc3c(=O)[nH]2)CC1,113,0,0.1,0,0,106,-1,0,110,3,-2
O=c1c2ccc(Cl)cc2nc(-c2ccc([N+](=O)[O-])cc2)n1O,100,1,0.1,8,-3,97,-2,-1,94,-2,0
CCCCNC(=O)Nc1c(C(=O)OCC)[nH]c2ccccc12,100,0,0.3,5,-12,100,0,-3,102,-7,1
O=S1(=O)CCC(=Nc2ccc(Cl)cc2)c2ccsc21,102,-2,0.8,1,-1,99,0,-4,100,1,0
COc1ccc(-c2[nH]ncc2/C=C(/C#N)C(=O)NC2CCCCCC2)cc1,95,-7,0.5,5,-9,97,-1,-1,95,-10,-1
Cc1ccc(NC(=O)COC(=O)C2COc3ccccc3O2)cc1S(=O)(=O)N1CCOCC1 (stereo not drawn),85,-4,0.1,2,-1,82,-2,-1,90,0,-9
COc1ccc(C)cc1NC(=O)C12CCC(C)(C(=O)O1)C2(C)C (stereo not drawn),110,-8,0.3,1,-11,104,2,-3,98,-9,0
O=c1[nH]c(CSc2nnc(NCCCN3CCOCC3)s2)nc2cc(Cl)ccc12,103,-1,0.3,2,-4,99,2,0,102,-3,2
Cc1ccnc(N2CCC(C(=O)NNC(=O)c3ccncc3)CC2)n1,99,-6,0.3,1,-8,99,0,-1,97,0,0
COc1ccc(N2C(=O)CC(Sc3nc4ccccc4s3)C2=O)cc1 (stereo not drawn),105,-3,-0.3,-3,1,107,0,-2,106,0,0
O=C(NCCCc1ccccc1)C1CC(=O)N(c2ccc3c(c2)OCCO3)C1 (stereo not drawn),100,-11,1.0,27,-24,102,-6,-11,102,-12,-9
c1ccc(-n2ncc3c(NCC4CCCO4)ncnc32)cc1 (stereo not drawn),110,0,0.3,2,0,106,-2,-2,110,-1,0
O=C1N(c2ccc(Cl)cc2)C(c2ccc(Cl)cc2)N2CCCN12 (stereo not drawn),100,-11,1.4,31,-15,101,-4,-8,107,-11,-4
CCc1nc2oc3ccccc3c(=O)c2c(=O)n1-c1ccccc1,89,-5,0.6,2,-10,91,-1,3,90,-7,0
Cn1c(N)c(C(=O)COC(=O)c2cccnc2Cl)c(=O)n(C)c1=O,98,3,-2.0,34,2,101,0,-2,96,-2,-3
CCCC(=O)NNC(=O)c1ccoc1C,96,-6,0.9,4,-1,95,-3,-3,100,0,-4
Cc1c(NS(=O)(=O)c2cccc(C(=O)NCc3ccccc3)c2)c(=O)n(-c2ccccc2)n1C,102,-9,0.3,1,-13,101,0,6,97,-8,-4
S=C(Nc1cccc(Cl)c1)NC1CC2CCCC(C1)N2C1CCCC1 (stereo not drawn),103,-15,0.3,0,0,102,-4,-6,104,0,-7

# Copied from the list:
# Cc1ccc(OCC(=O)NCCO)cc1C @ Bcl-W Bim block: 0
# c1ccc(-n2ncc3c(NCC4CCCO4)ncnc32)cc1 (stereo not drawn) @ ABCB1 inh: 0.3

# (list continues)
SMILES,RGS4-Gao reg,Bcl-B Bim block,ABCB1 inh,ABCG2 inh,Bfl-1 Bim block,RGS8-Gao,Bcl-W Bim block,Bim-Bcl-XL,RGS7-Gao,Bcl-2 Bim block,Mcl-1 Bim block
CCc1nnc(NC(=O)CSc2nc3ccccc3s2)s1,105,-3,0.0,0,-1,103,-4,-3,102,-2,-5
O=c1c2[nH]c3ccc(F)cc3c2ncn1CCCn1ccnc1,99,-4,0.1,1,-9,101,4,-1,98,-2,5
CCn1c(CSc2nc(C)cc(C)n2)nnc1SCC(N)=O,98,0,0.7,1,2,90,6,-1,93,1,-4
Nc1nsnc1C(=O)NCCO,105,0,0.5,1,0,104,0,-1,105,-1,1
O=C(O)CC(Cc1ccccc1)C(=O)NCC12CC3CC(CC(C3)C1)C2 (stereo not drawn),97,-4,0.4,1,0,103,-6,-3,97,-1,-6
O=C(Nc1ccccc1)Nc1nnc(/C=C/c2ccccc2Cl)s1,96,-14,-1.6,-14,-7,101,-9,-13,100,-8,-5
O=C(CN1CCN(Cc2ccc(F)cc2Cl)C1=O)NCCc1ccc(Cl)cc1,103,-1,0.3,1,-3,97,-1,0,101,-4,-3
Cn1c(=O)[nH]c(=O)c2c1nc1n2CCN1Cc1ccccc1,89,11,0.5,2,1,92,4,6,89,4,5
O=C(Nc1ccc(Cl)cc1)c1cccc(N2C(=O)C3C4CCC(C4)C3C2=O)c1 (stereo not drawn),104,-4,1.1,15,-1,105,-3,-4,104,0,-1
NC(=NC(=O)c1ccccc1)C1=C(O)CCC1=O,97,1,0.0,1,0,96,-2,-1,98,0,1
CCSc1nnc(NC(=O)c2ccccc2C)s1,101,-4,0.7,7,-7,100,-1,-4,100,-6,-1
